TSHR antagonist: blocks TSH signaling through the human TSH receptor | P16473 | activity change, negative = inhibition, % at 11.5 µM | hit rate 0.2% among 330,000 | TSHR-expressing cells, TSH-stimulated cAMP HTRF, 2 h; hits give low values;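 active = activity change below a set negative limit, meaning inhibition stronger than a set level, cut at about -70% in these data; inconclusive = activity change between two set negative limits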; note: % is set by controls: 0 for no effect and ±100 for the full control effect
Target sequence (P16473 whole entry, looked up): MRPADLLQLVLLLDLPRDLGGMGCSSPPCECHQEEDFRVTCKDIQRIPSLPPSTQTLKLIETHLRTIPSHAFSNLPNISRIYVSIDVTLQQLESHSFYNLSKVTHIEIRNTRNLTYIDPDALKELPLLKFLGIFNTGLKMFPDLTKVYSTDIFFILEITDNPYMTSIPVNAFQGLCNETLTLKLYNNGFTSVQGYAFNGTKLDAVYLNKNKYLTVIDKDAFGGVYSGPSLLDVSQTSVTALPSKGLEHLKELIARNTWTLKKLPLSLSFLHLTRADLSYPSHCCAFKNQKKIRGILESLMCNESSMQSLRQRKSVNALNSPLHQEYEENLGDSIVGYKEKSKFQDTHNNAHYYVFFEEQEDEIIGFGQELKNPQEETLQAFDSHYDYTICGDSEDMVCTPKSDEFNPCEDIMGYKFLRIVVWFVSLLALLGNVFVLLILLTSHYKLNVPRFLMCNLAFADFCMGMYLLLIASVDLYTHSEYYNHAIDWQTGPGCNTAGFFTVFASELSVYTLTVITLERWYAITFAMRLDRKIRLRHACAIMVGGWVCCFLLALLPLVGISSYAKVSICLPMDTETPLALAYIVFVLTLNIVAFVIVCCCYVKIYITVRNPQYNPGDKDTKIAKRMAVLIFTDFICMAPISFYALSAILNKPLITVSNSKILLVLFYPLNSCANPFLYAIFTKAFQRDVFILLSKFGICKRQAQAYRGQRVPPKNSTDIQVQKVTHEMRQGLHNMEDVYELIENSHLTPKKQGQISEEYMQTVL
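Freshly harvested TSHR cells receive pin-tooled compound, then EC80 TSH at 4nM final. After 2 hours at 37 deg C, antibody in lysis buffer and cAMP-d2 are added; 30 minutes at ambient temperature precede the HTRF read.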
TRPV1 ag: agonists of human vanilloid receptor 1 (TRPV1). hit rate 0.19% among 320,000. Q8NER1. AID 540275. TRPV1-expressing cells, Fluo-8 calcium influx, agonist mode. activation, % at 8.33 µM; in the data active = activation above about 80%; inconclusive = between about 30% and that limit; note: 0% is about no effect
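Fluo-8 calcium influx in TRPV1-expressing cells, kinetic read (ex 480/em 520 nm). Compound added and read 3 min for agonist activity, followed by capsaicin at EC20 final and 2 min further read for enhancement.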
Mito fusion yeast: mitochondrial division inhibition or fusion activation; AID 485298; S. cerevisiae fusion-defective mutant growth rescue, CellTiterGlo 48 h; hit rate 0.23% among 320,000; Potency, µM (doses to about 46.1 µM), without a hit: at the top dose growth rescue (activation), most hits filed as activators;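 note: potency is the fitted concentration of half-maximal effect; % of control where 0% means no effect; nearly all actives have a fitted effect of over 45% in size; temperature-sensitive fusion mutants such as fzo1-1 at 37 °C on non-fermentable ethanol glycerol medium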
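Compounds are tested for their ability to restore growth of mitochondrial fusion-defective yeast strains at non-permissive 37C in YPEG medium over 48 hours. Viability is quantified by luciferase luminescence.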
hERG WT inh: inhibitors of human wildtype KCNH2 potassium channel; U2OS, BacMam KCNH2, thallium flux FluxOr; hits give low values; activity change, % at 1.84 µM; hit rate 0.37% among 340,000;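 active = maximum activity change below -70%; inconclusive = maximum activity change between -70% and -50%; inactive = maximum activity change above -50%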; note: % is set by controls: 0 for no effect and ±100 for the full control effect
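U2OS cells transduced with wild-type KCNH2 virus are loaded with FluxOr dye for 45 min, and thallium flux is measured in kinetic reads before and after stimulation buffer. Rate constants are normalized to DMSO controls.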
A-T KAP1 phos: candidate therapy for ataxia-telangiectasia. […] A-T fibroblasts, KAP-1 phosphorylation AlphaLISA; neocarzinostatin DNA damage 30 min before lysis. Potency, µM (series often up to 57.5 µM), for inactives: top-dose activation, hits mostly activators. hit rate 0.19% among 320,000; note: potency is the fitted concentration of half-maximal effect; % of control where 0% means no effect; nearly all actives have a fitted effect of over 45% in size
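ATM-like activity read as KAP-1 phosphorylation via AlphaLISA donor/acceptor antibody pairs after lysis and 6 hr at 25C. Cells were ATM-null patient fibroblasts ([…], hTERT), dosed 60 min, then exposed to the DSB inducer NCS for 30 min.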
Eya2 phos inh: Eya2 (human) phosphatase inhibition; AID 488837; recombinant Eya2, OMFP fluorescence dephosphorylation (OMFP is methylfluorescein phosphate); hit rate 0.006% among 330,000; Potency, µM (titrated, usually from 76.9 µM), for the others: top-dose activity, negative = inhibition, usual class: inhibitors; note: potency is the fitted concentration of half-maximal effect; % is set by controls: 0 for no effect and ±100 for the full control effect
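Eya2 protein (added as 0.2 uM solution) was preincubated with compound for 10 min at ambient temperature in 50 mM HEPES pH 7.5, 50 mM NaCl, 5 uM MgCl2, 0.05% BSA, 1 mM DTT. OMFP (added at 50 uM) then reacted 10 min; fluorescence read at 485/525 nm.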
KCNH2 3.1 block: blocks the human KCNH2 3.1 channel isoform; AID 720553; activity change, % (tested at about 1.8 µM); U2OS KCNH2 3.1, thallium flux FluxOr; hits give low values; hit rate 0.95% among 340,000;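 active = maximum activity change below -70%; inconclusive = maximum activity change from -70% to -50%; inactive = maximum activity change above -50%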;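 note: thallium influx rate constant from kinetic fluorescence after stimulation buffer; % is set by controls: 0 for no effect and ±100 for the full control effect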
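U2OS cells transduced with KCNH2 3.1 mutant virus (1.77 x 10^8 /mL, 4 h), plated overnight at 37 C, loaded 45 min with FluxOr dye plus Red40 quencher. Thallium flux rate constant from kinetic reads after stimulation buffer, normalised to controls.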
TCR act: activates T cell receptor signaling; AID 504894; Potency, µM (highest dose often 9.22 µM), for inactives: at the top dose activation of IL-2 secretion, hits mostly activators; 330,000 tested, under 10 active; primary human leukocytes, anti-CD3, IL-2 HTRF, 48 h; note: % of control where 0% means no effect
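Compounds are tested in HTS on primary human leukocytes co-incubated with a-CD3 beads for 48 hr. IL-2 output is measured by time-resolved FRET.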
USP2a inh: inhibitors of human ubiquitin-specific protease USP2a. O75604. USP2 core, Ub-CHOP2 coupled fluorogenic reporter, 485/531. Potency, µM (titrated, usually from 38.3 µM), for inactives: at the top dose activity change, negative = inhibition, most hits filed as inhibitors. hit rate 0.01% among 330,000;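 note: potency is the fitted concentration of half-maximal effect; plate controls were DMSO wells for no effect and full inhibition by NEM control for full effect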
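Deubiquitinase activity read as fluorescence (485/531 nm) after Ub-CHOP2 cleavage activates the enterokinase reporter on its substrate; USP2 core 10nM, Ub-CHOP2 and substrate 25nM each, 30min compound preincubation then 60min RT; data normalized to NEM, curves fitted.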
ELG1 repair inh: blocks ELG1-dependent DNA repair in HEK293T cells; Potency, µM (titrated, usually from 46.1 µM), for the others: at the top dose activity change, negative = inhibition, hits mostly inhibitors; HEK293T ELG1-luciferase reporter, luminescence, 16 h; DNA damage induced by 5-fluorouridine; AID 504467; hit rate 2.3% among 330,000; note: potency is the fitted concentration of half-maximal effect; % is set by controls: 0 for no effect and ±100 for the full control effect; nearly all actives have a fitted effect of over 55% in size
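HEK293T cells expressing luciferase-tagged ELG1 (2,000/well) received 5-Fluorouridine plus compound or DMSO for 16 hr at 37 °C. Luciferase was read by ONE-Glo luminescence after 30 min at room temperature.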
* = called active by the depositor; ? = inconclusive; . = not tested or not shown; [ ] = another dose, or the depositor's remark. Unless noted, calls come from the whole dose curve; as a rule, active = well fitted curve in the direction sought with a large enough effect; inconclusive = small, poorly fitted or top-dose-only effect, or another doubt; inactive = no such curve, though single readings can be large; an effect the other way counts as inactive or inconclusive. The list is partial. The share of hits here may be higher or lower than overall.

Preview (2 entries):
SMILES | TSHR antagonist | TRPV1 ag | Mito fusion yeast | hERG WT inh | A-T KAP1 phos | Eya2 phos inh | KCNH2 3.1 block | TCR act | USP2a inh | ELG1 repair inh
CCOc1cccc(N(C(=O)C2COc3ccccc3O2)C(C(=O)NC2CCCCC2)c2ccc(O)cc2)c1 (stereo not drawn) | 6 | 11 | -7% | -14 | 2% | -13% | -42 | -12%[46.1 µM] | -7% | 5%
CCOC(=O)C1CCCN(C(=O)Nc2c(-c3ccccc3)noc2C)C1 (stereo not drawn) | 0 | 0 | 5% | 0 | -2% | -3% | -6 | 13% | -1% | 8%

This part in full, from the start:
SMILES | TSHR antagonist | TRPV1 ag | Mito fusion yeast | hERG WT inh | A-T KAP1 phos | Eya2 phos inh | KCNH2 3.1 block | TCR act | USP2a inh | ELG1 repair inh
CCOc1cccc(N(C(=O)C2COc3ccccc3O2)C(C(=O)NC2CCCCC2)c2ccc(O)cc2)c1 (stereo not drawn) | 6 | 11 | -7% | -14 | 2% | -13% | -42 | -12%[46.1 µM] | -7% | 5%
CCOC(=O)C1CCCN(C(=O)Nc2c(-c3ccccc3)noc2C)C1 (stereo not drawn) | 0 | 0 | 5% | 0 | -2% | -3% | -6 | 13% | -1% | 8%
Cc1nn(C)c(C)c1CN(Cc1nc(-c2cc(F)ccc2F)oc1C)C1CC1 | -14 | ? | -5% | -1 | 5% | 2% | 11 | -1% | 3% | -25%
CC1(C(=O)N/N=C/c2ccccc2)CC1(Cl)Cl (stereo not drawn) | -13 | -3 | -3% | -2 | 8% | -12% | 12 | -7% | 5% | 10%
Cc1noc(C)c1S(=O)(=O)N(C)C[C@H]1Oc2ccc(NC(=O)C3CCCCC3)cc2C(=O)N([C@H](C)CO)C[C@@H]1C | -7 | . | . | 6 | -4% | -28% | 2 | -2% | 2% | -23%
O=C(CCN1CCCCO1)N1CCCC(Nc2ccc(F)cc2)C1 (stereo not drawn) | 9 | ? | -3% | -10 | 5% | -2% | 7 | 0% | 2% | -3%
CC(C)(C)C1CCC(=NNc2ncc(C(F)(F)F)cc2Cl)CC1 (stereo not drawn) | -3 | 1 | -7% | 2 | -1% | 18% | -10 | 1% | 3% | -9%
COc1cccc(COC(=O)c2cc(=O)[nH]c3ccc(S(=O)(=O)N4CCOCC4)cc23)c1OC | -15 | 1 | -3% | -14 | 8% | -5% | -27 | -1% | -1% | -13%
O=C(Nc1nccs1)c1ccc([N+](=O)[O-])cc1Cl | -3 | 5 | 0% | 7 | -3% | 10% | 7 | -7% | 1% | 14%
O=C1c2ccccc2C(=O)N1CCN1CCc2ccccc21 | -4 | 29 | -1% | -1 | 0% | -1% | 1 | -2% | -1% | ?
O=C(NCCCN1CCN(c2ccc(F)cc2)CC1)NC12CC3CC(CC(C3)C1)C2 | 0 | 5 | -25% | ? | -12% | 11% | -83* | 8% | 2% | -16%
COc1ccc(NC(=O)Nc2nnc(Cc3ccccc3)s2)cc1 | 4 | 0 | 0% | -6 | 3% | 3% | 19 | 8% | 0% | 20%
CN(C)c1ccc(C(=O)NCCCSc2ccccc2)cc1 | -17 | 22 | 2% | -3 | -5% | -2% | -7 | -2% | 1% | 7%
O=C1NCCCN1Cc1ccc(Cl)cc1 | -4 | -2 | 2% | 11 | 7% | 4% | 9 | -1% | 2% | -1%
COc1ccc(/C=N\Nc2ccc([N+](=O)[O-])cc2[N+](=O)[O-])c(C(=O)O)c1OC | -7 | -1 | 5% | 25 | -16% | -6% | 7 | -3% | 2% | 0%
COC(=O)CCn1nnc(-c2ccc(C)cc2)n1 | -6 | 3 | -1% | -18 | -1% | 1% | 17 | -17% | 2% | ?
Cc1cccc(NC(=O)NCC2CCN(c3ccc(S(=O)(=O)N4CCOCC4)cc3)CC2)c1 | -4 | 4 | 0% | 1 | 4% | 7% | -14 | -9% | -2% | -4%
COc1ccccc1-c1cc(C(F)(F)F)nc(NCc2cccs2)n1 | -10 | 6 | 22% | 4 | 15% | -8% | -15 | -3% | 2% | 16%
C=CCn1cnc2c(nnn2-c2ccc(C)c(Cl)c2)c1=O | 25 | 3 | 0% | -1 | 0% | 4% | 9 | -17% | 6% | -6%
COc1ccc(C(=O)Nc2cc(C(=O)O)cc(C(=O)O)c2)cc1Cl | 4 | -2 | 0% | . | 3% | 11% | 24 | 4% | 5% | -8%
COc1ccc(-c2[nH]nc3c2C(c2ccoc2)C(C#N)=C(N)O3)cc1 (stereo not drawn) | -16 | 5 | 0% | -8 | -13% | -8% | 0 | -1%[46.1 µM] | 0% | -9%
O=c1c2cc(F)ccc2[nH]c(=S)n1Cc1ccc(F)cc1 | -14 | 20 | ? | -15 | 2% | -3% | 0 | -1% | -2% | 0%
Cc1ccc(NC(=O)c2ccc([N+](=O)[O-])cc2)cc1S(=O)(=O)N(C)C | -5 | 19 | 3% | 0 | 13% | 2% | -2 | 0% | 0% | 18µM*
COc1ccccc1-n1c(CNC(=O)c2ccco2)nnc1SCC(=O)Nc1ccc(F)cc1 | 2 | 0 | 2% | -2 | 3% | 4% | 2 | -4% | -5% | 0%
Cc1cc(C)c(NC(=O)COC(=O)C2=COCCO2)c(Cl)c1 | -7 | 2 | 2% | 3 | 18% | 7% | 2 | -5% | -6% | 3%
COc1ccc(-c2cc(C)no2)cc1S(=O)(=O)NCCc1ccco1 | -1 | -4 | 0% | 5 | -12% | -6% | 4 | -8% | 2% | -1%
CN(C)CCNC(=O)C1CCCNC1=O (stereo not drawn) | 25 | -1 | 9% | -1 | 10% | 21% | -8 | 7% | 2% | 12%
O=C(C/C=N/OCc1c(Cl)cccc1Cl)c1ccc(Cl)cc1 | 14 | 2 | 3% | 2 | 3% | -3% | -10 | -1% | 0% | 5%
COc1ccc(/C=C/c2c([N+](=O)[O-])c(=O)n(C)c(=O)n2C)cc1OC | -1 | 2 | 2% | 12 | 3% | -7% | -75* | -4% | 0% | 12%
COc1ccc(-c2cc3nc(C4CCN(C(=O)OC(C)(C)C)CC4)c(C(=O)O)cn3n2)cc1 | 2 | 1 | 1% | 2 | 22% | 26% | 6 | -4% | 1% | ?

2 consecutive entries from above, for reference:
SMILES | TSHR antagonist | TRPV1 ag | Mito fusion yeast | hERG WT inh | A-T KAP1 phos | Eya2 phos inh | KCNH2 3.1 block | TCR act | USP2a inh | ELG1 repair inh
COC(=O)CCn1nnc(-c2ccc(C)cc2)n1 | -6 | 3 | -1% | -18 | -1% | 1% | 17 | -17% | 2% | ?
Cc1cccc(NC(=O)NCC2CCN(c3ccc(S(=O)(=O)N4CCOCC4)cc3)CC2)c1 | -4 | 4 | 0% | 1 | 4% | 7% | -14 | -9% | -2% | -4%

The list goes on.
SMILES | TSHR antagonist | TRPV1 ag | Mito fusion yeast | hERG WT inh | A-T KAP1 phos | Eya2 phos inh | KCNH2 3.1 block | TCR act | USP2a inh | ELG1 repair inh
CC(C)OCC(O)CS(=O)Cc1ccccc1 (stereo not drawn) | 3 | 0 | 1% | -1 | -7% | 5% | 7 | 3% | 1% | 11%
CC(C)(C)OC(=O)COc1cc(O)c2c(=O)cc(-c3ccccc3)oc2c1 | -13 | 2 | 5% | 0 | 3% | 3% | -4 | 0%[46.1 µM] | 1% | -25%
COc1cc(/C=C/C(=O)OCC(=O)NC2CCS(=O)(=O)C2)ccc1O (stereo not drawn) | 5 | 6 | -2% | 0 | -3% | -2% | -12 | 3%[46.1 µM] | 0% | 25%
CC1CCc2c(sc3nc4n(c(=O)c23)CCS4)C1 (stereo not drawn) | 11 | 3 | 4% | -12 | 4% | 4% | 3 | 0% | 2% | ?
CC1CCCN(c2ccc(C(=O)NCc3ccc4c(c3)OCO4)cc2[N+](=O)[O-])C1 (stereo not drawn) | -21 | 9 | 6% | 2 | -1% | -6% | 0 | 2%[46.1 µM] | 0% | -9%
CCCCc1nnc(NC(=O)c2nc3nccc(C)n3n2)s1 | -5 | 3 | 1% | -3 | -3% | 1% | -4 | 2% | -2% | -3%
O=C(O)Cn1c(=O)n(Cc2ccccc2)c2ccccc21 | -14 | 2 | -2% | 5 | 1% | 5% | -15 | 5% | 0% | -4%
CCCOc1cccc(C(=O)N/N=C/c2ccoc2)c1 | 13 | ? | -2% | 32 | -1% | -6% | -16 | -5% | -7% | ?
COc1ccc(CCN(Cc2ccccn2)C(=S)Nc2cccc(SC)c2)cc1OC | -4 | -9 | 7% | -5 | -1% | -3% | 3 | 0% | -1% | ?
CC12CCC(=O)N1C(C(=O)Nc1cccc(S(=O)(=O)N3CCCCC3)c1)CS2 (stereo not drawn) | -1 | 9 | -1% | -5 | -5% | 31% | 1 | -22% | 1% | -2%
Cc1ccccc1Oc1ncnc2oc(-c3ccccc3)cc12 | -1 | 22 | 6% | 5 | 14% | 10% | -7 | 2% | 3% | 15%
CN(C)/C=C(/C(=O)c1ccc(Cl)cc1)S(=O)(=O)c1ccc(Cl)cc1 | -114* | -2 | -3% | -3 | 6% | 16% | -5 | -2% | 1% | -8%
COC(=O)c1ccc(/C=N/n2cnnc2)cc1 | 4 | 1 | 0% | -1 | 5% | 13%[15.4 µM] | -7 | -3% | 3% | 9%
